# Compound activity deposited in PubChem BioAssay by National Center for Advancing Translational Sciences (NCATS).
# RXFP1 antagonist: qHTS Assay for Antagonists of the Relaxin Receptor RXFP1 | Relaxin receptor 1 (Homo sapiens), Q9HBX9 | HEK293-RXFP1, relaxin-stimulated cAMP HTRF, 30 min; active compounds read low | activity change, negative = inhibition, % at 57.5 µM | 350,000 compounds, 0.59% hits | AID 1259400, 2018;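 active = activity change of -60% or lower, but not beyond a set lower limit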; also: % is scaled to controls: 0 for no effect and ±100 for the full control effect
# RXFP1 agonist: qHTS Assay for Agonists of the Relaxin Receptor RXFP1; HEK293T-RXFP1 cAMP TR-FRET, 30 min; response scale: percent of porcine relaxin response, buffer zero; 370,000 compounds, 0.3% hits; Relaxin receptor 1 (Homo sapiens), Q9HBX9; Potency, µM (titrated, usually from 57.5 µM), for inactives: at the highest dose activation, usual class: activators; active = well fitted activation curve with a large enough effect; also: potency is read from the fitted curve at half-maximal effect; % is scaled to controls: 0 for no effect and ±100 for the full control effect; nearly all actives have a fitted effect of over 60% in size; many of its hits are not listed in these tables
#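 HEK293T cells stably expressing RXFP1 were pretreated with the PDE4 inhibitor Ro 20174, exposed to compounds for 30 min at 37C, lysed, and cAMP was read by TR-FRET. Data normalized to buffer (basal) and 29 nM porcine relaxin (100%).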
# D2 ag: HTS Assay for Allosteric Agonists of the Human D2 Dopamine Receptor: Primary Screen for Agonists; D(2) dopamine receptor (Homo sapiens), P14416; HEK293 T-REx D2 cells, calcium flux agonist mode; activation, % at 2 µM; 340,000 compounds, 0.53% hits; AID 485358, 2010;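 active = activation over 3 SD above normal in the single-dose calcium agonist read, cut at about 30% in these data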; also: 0% is about no effect
# Target sequence (P14416 whole entry, looked up): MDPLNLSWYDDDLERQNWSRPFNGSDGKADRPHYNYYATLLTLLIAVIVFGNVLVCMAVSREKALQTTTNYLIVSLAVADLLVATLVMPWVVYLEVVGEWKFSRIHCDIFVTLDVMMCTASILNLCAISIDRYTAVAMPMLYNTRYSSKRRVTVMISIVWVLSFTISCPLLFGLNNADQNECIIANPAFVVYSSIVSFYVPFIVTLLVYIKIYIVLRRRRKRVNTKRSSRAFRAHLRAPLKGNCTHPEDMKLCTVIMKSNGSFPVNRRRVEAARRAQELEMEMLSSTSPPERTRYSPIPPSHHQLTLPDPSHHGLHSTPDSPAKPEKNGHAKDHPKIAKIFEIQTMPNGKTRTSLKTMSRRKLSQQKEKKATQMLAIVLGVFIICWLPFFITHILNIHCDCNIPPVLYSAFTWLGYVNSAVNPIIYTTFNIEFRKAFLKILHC
#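 Agonism scored from kinetic calcium signal (1 read/sec, 180 s) following compound pin transfer, after a 10 s baseline. Cells: HEK293 Trex line expressing inducible D2 receptor coupled to calcium, dye-loaded after overnight culture at 30 C.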
# D2 PAM: HTS Assay for Positive Allosteric Modulators of the Human D2 Dopamine Receptor: Primary Screen for Potentiators. HEK293 T-REx D2, calcium flux, EC20 dopamine potentiation. potentiation, % at 10 µM. 340,000 compounds, 0.34% hits. AID 485347, 2010;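 active = potentiation over 3 SD above the plate norm, cut at about 30% in these data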; also: 0% is about no effect
#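 Tetracycline-induced Hek293 Trex D2 cells, force-coupled to calcium, loaded with no-wash calcium dye. Compound added with 180 s kinetic read for agonism, then EC20 dopamine and a further 180 s read for potentiation.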
# D1 antag: Antagonist of Human D 1 Dopamine Receptor: qHTS. HEK293 TREx D1 cells, calcium flux, dopamine EC80; active compounds read low. activity change, negative = inhibition, % at 10 µM. 360,000 compounds, 3.2% hits; in the data active = activity change below about -30%; also: % is scaled to controls: 0 for no effect and ±100 for the full control effect
#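 Antagonism measured as reduced calcium response to an EC80 dopamine addition following 180 s compound pre-read; cells were inducible HEK293 Trex D1 plated overnight at 30 C, read kinetically at 1 cycle/sec.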
# TRHR enhancer: qHTS for Small Molecule Agonists and Allosteric Enhancers of Human TRH Receptor: Primary Screen for Enhancers | 360,000 compounds, 0.66% hits | Thyrotropin-releasing hormone receptor (Homo sapiens), P34981 | enhancement, % at 2 µM | AID 493056, 2011 | TRHR cells, fluo-8 calcium fluorescence, EC20 TRH enhancement; in the data active = enhancement above about 30%; also: 0% is about no effect
#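 TRHR-expressing cells loaded with fluo-8 calcium dye were read kinetically (ex 480/em 530) during compound addition, then stimulated with an EC20 of TRH (10 nM final). Enhancement of the Gq-mediated intracellular calcium response was scored.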
# D1 ag: Allosteric Agonists of the Human D1 Dopamine Receptor: qHTS; HEK293 T-REx D1 cells, calcium flux, agonist mode; 360,000 compounds, 1% hits; D(1A) dopamine receptor (Homo sapiens), P21728; activation, % at 2 µM; in the data active = activation above about 30%; also: 0% is about no effect
#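 Agonism was scored from calcium flux recorded over 180 s (1 read/s) after pintool compound addition, following a 10-cycle baseline. Cells were inducible force-coupled HEK293 TREx D1, plated overnight at 30 C and loaded with no-wash calcium dye.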
# D2 antag: HTS Assay for Allosteric Antagonists of the Human D2 Dopamine Receptor: Primary Screen for Antagonists | HEK293 TREx D2 cells, calcium flux, dopamine EC80 | inhibition, % at 10 µM | AID 485344, 2010 | 340,000 compounds, 2% hits; in the data active = inhibition above about 30%; also: 0% is about no effect
#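 Measurement of antagonist activity uses fluorescent calcium dye in inducible HEK293 T-REx D2 cells: 10 s baseline, compound addition with 180 s read, EC80 dopamine addition with a further 180 s read.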
# D1 potentiator: Potentiators of Human D1 Dopamine Receptor: qHTS; D(1A) dopamine receptor (Homo sapiens), P21728; HEK293 TREx D1 cells, calcium flux, dopamine EC20 potentiation; potentiation, % at 10 µM; 360,000 compounds, 0.036% hits; AID 504651, 2011; in the data active = potentiation above about 30%; also: 0% is about no effect
# Active calls of the source: *; / = no result given; & = joins results of further samples.
SMILES,RXFP1 antagonist,RXFP1 agonist,D2 ag,D2 PAM,D1 antag,TRHR enhancer,D1 ag,D2 antag,D1 potentiator
CS(=O)(=O)c1ccccc1C(=O)NC1CCCc2ccccc21 (stereo not drawn),3,1.6%,0.9,37*,-20,2,3,-6,-7
CCN(CC)S(=O)(=O)c1ccc(NC(=O)COC(=O)CCc2cc(OC)c(OC)c(OC)c2)cc1,21,-0.2%,-0.6,1,-25,-4,18,-3,-8
CCOC(=O)C1C2C=CC3(CN(CCc4ccccc4)C(=O)C13)O2 (stereo not drawn),-5,-0.5%,/,/,1,8,1,/,1
COC(=O)C(C)Sc1nnc(SC(C)C(=O)OC)s1 (stereo not drawn),5,2.3%,-1.3,21,-3,-5,2,40*,5
CCCCN(C)C(=O)c1oc2ccc(S(=O)(=O)N3CCCCCC3)cc2c1C,-20,4.4%,-1.2,3,4,6,5,-4,-1
O=C(C1CCCN(S(=O)(=O)c2ccccc2[N+](=O)[O-])C1)N1CCCC1 (stereo not drawn),-10,2.0%,0.8,4,3,1,0,-19,-8
CCC(C)NC(=O)CSc1ncnc2sccc12 (stereo not drawn),-2,6.5%,0.3,16,5,0,2,-16,3
O=C(Nc1ccccc1C(F)(F)F)NC1CCCCC1,16,3.4%,0.6,-5,-7,3,4,1,-2
O=C(Cc1ccccn1)Nc1ccccc1,-4,0.4%,0.0,-6,10,0,3,-19,-9
O=S1(=O)C[C@@H](O)[C@@H](Nc2ccc(Cl)cc2)C1,-6,0.7%,0.0,-3,9,2,2,-11,-6
CCOc1ccc(NC(=O)c2sc3nc4c(c(-c5ccccc5)c3c2N)C(=O)CC(C)(C)C4)cc1,1,-1.5%,1.0,-2,-3,0,1,/,0
CCC(C)c1ccc(O)c(N)c1 (stereo not drawn),12,-1.9%,0.7,10,11,10,2,-10,11
NC(=O)COc1ccc(=O)n(-c2ccccc2)n1,1,2.1%,0.5,-1,-42*,-3,3,25,/
CCOC(=O)N1CCC(NC(=O)CSCc2nc(-c3ccc(OC)c(OC)c3)oc2C)CC1,1,0.9%,-1.1,1,-4,1,2,-4,0
O=C(Cc1c(F)cccc1Cl)NCC(=O)OCc1ccccc1,14,0.3%,-0.1,8,-3,-2,3,13,-5
COc1cc(NC(=O)c2ccc(NC3=NC4CS(=O)(=O)CC4S3)cc2)cc(OC)c1 (stereo not drawn),3,-1.3%,-0.7,6,12,-2,3,-4,-5
O=C(NCc1ccccc1Cl)c1ccc2c(c1)N(Cc1ccccc1)CCS2,0,5.5%,-0.6,-4,-16,-5,3,/,-4
Cc1ccc(N2CC(C(=O)NCCS(=O)(=O)N3CCN(c4ccccc4)CC3)CC2=O)cc1 (stereo not drawn),21&12,0.0%&-1.4%,-0.5&0.6,-1&5,4&-12,2&-7,0&-1,9,5&0
COc1ccccc1OCCNC(=O)c1ccco1,2,0.3%,0.5,-6,10,0,5,1,-6
CCc1sc(C(=O)N2CCCN(C)CC2)cc1Br,3,1.1%,-0.8,-12,10,0,2,-28,-2
CC(C)(C)C(=O)Nc1cccc(-c2nnc(-c3cccc(NC(=O)C(C)(C)C)c3)o2)c1,-8,1.4%,0.7,14,-13,18,0,8,-5
Cn1c(SCc2c(F)cccc2Cl)nc2c(c1=O)SCC2,-14,0.0%,-0.7,12,-31*,-8,2,-9,-8
CCn1c(=N)c(S(=O)(=O)c2ccc(Cl)cc2)cc2c(=O)n3ccccc3nc21,/,1.2%,0.4,3,-1,-7,0,-4,3
O=C1c2ccccc2-c2nc3ccccc3nc21,-17,2.3%,/,/,27,-1,-1,/,-2
O=C(O)c1cc(Cl)c2ccccc2c1O,10,19%,-0.7,18,6,8,2,2,-1
C=CCn1c(C)cc(C(=O)CSc2ccc(NC(C)=O)cc2)c1C,1,0.8%,-1.5,-7,2,1,4,4,-5
Cc1cc(C)cc(N2C(=O)CSC23C(=O)N(CC(=O)NC2CCCCC2)c2ccccc23)c1 (stereo not drawn),/,-1.2%,0.5,-1,4,14,3,/,-4

# Arranged by molar mass (high to low): part of the list above
SMILES,RXFP1 antagonist,RXFP1 agonist,D2 ag,D2 PAM,D1 antag,TRHR enhancer,D1 ag,D2 antag,D1 potentiator
CCN(CC)S(=O)(=O)c1ccc(NC(=O)COC(=O)CCc2cc(OC)c(OC)c(OC)c2)cc1,21,-0.2%,-0.6,1,-25,-4,18,-3,-8
Cc1cc(C)cc(N2C(=O)CSC23C(=O)N(CC(=O)NC2CCCCC2)c2ccccc23)c1 (stereo not drawn),/,-1.2%,0.5,-1,4,14,3,/,-4
CC(C)(C)C(=O)Nc1cccc(-c2nnc(-c3cccc(NC(=O)C(C)(C)C)c3)o2)c1,-8,1.4%,0.7,14,-13,18,0,8,-5
CCn1c(=N)c(S(=O)(=O)c2ccc(Cl)cc2)cc2c(=O)n3ccccc3nc21,/,1.2%,0.4,3,-1,-7,0,-4,3
C=CCn1c(C)cc(C(=O)CSc2ccc(NC(C)=O)cc2)c1C,1,0.8%,-1.5,-7,2,1,4,4,-5
CCc1sc(C(=O)N2CCCN(C)CC2)cc1Br,3,1.1%,-0.8,-12,10,0,2,-28,-2
CS(=O)(=O)c1ccccc1C(=O)NC1CCCc2ccccc21 (stereo not drawn),3,1.6%,0.9,37*,-20,2,3,-6,-7
O=C(Nc1ccccc1C(F)(F)F)NC1CCCCC1,16,3.4%,0.6,-5,-7,3,4,1,-2
O=S1(=O)C[C@@H](O)[C@@H](Nc2ccc(Cl)cc2)C1,-6,0.7%,0.0,-3,9,2,2,-11,-6
COc1ccccc1OCCNC(=O)c1ccco1,2,0.3%,0.5,-6,10,0,5,1,-6
NC(=O)COc1ccc(=O)n(-c2ccccc2)n1,1,2.1%,0.5,-1,-42*,-3,3,25,/
O=C1c2ccccc2-c2nc3ccccc3nc21,-17,2.3%,/,/,27,-1,-1,/,-2
O=C(Cc1ccccn1)Nc1ccccc1,-4,0.4%,0.0,-6,10,0,3,-19,-9

# Not all compounds are listed; the hit share may differ from the screen's.
